NCI-60 one-dose screen, 48 h, at 10 µM unless noted. Numbers give growth in % (100 = growth as untreated, 0 = no growth, -100 = all killed).
SF-295 – SF-295 CNS cancer cells; 79,000 compounds, 5.6% hits
SNB-19 – SNB-19 CNS cancer cells; 81,000 compounds, 2.5% hits; AID 1794751
OVCAR-8 – OVCAR-8 ovarian cancer. 81,000 compounds, 4.4% hits. AID 1794782
U251 – U251 CNS tumor cells | 80,000 compounds, 5.4% hits
DU-145 – DU-145 prostate cancer; 81,000 compounds, 4.2% hits
SF-539 – SF-539 CNS cancer. 81,000 compounds, 6.8% hits. AID 1794752
PC-3 – PC-3 prostate cancer cells; 80,000 compounds, 3.9% hits
SF-268 – SF-268 CNS cancer cells. 82,000 compounds, 3.1% hits
* marks the source's active call; other numbers are inactive results; · = not tested or not shown. The calls were made as follows: active = growth percent below 10; inactive = the rest.

Compound	SF-295	SNB-19	OVCAR-8	U251	DU-145	SF-539	PC-3	SF-268
O=C(/C=C/c1ccc(N2CCOCC2)cc1)CC(=O)/C=C/c1ccc(N2CCOCC2)cc1	98	104	99	93	105	101	96	101
Cn1cc(-c2nc(N)nnc2-c2cncc(Br)c2)c2cc(Cl)ccc21	88	·	91	84	93	77	84	88
O=C(CCCC(=O)N/N=C/c1cccc(O)c1)N/N=C\c1cccc(O)c1	103	99	101	100	111	113	94	100
Cc1nc2cc(Nc3nc(N4CCOCC4)nc(N4CCN(C)CC4)n3)ccc2n1Cc1ccccc1	95	106	98	·	114	91	97	96
Cc1ccc(S(=O)(=O)OCC2CCC(COS(=O)(=O)c3ccc(C)cc3)O2)cc1 (stereo unspecified)	114	110	112	107	127	102	98	113
N#CC1C(C#N)C2c3ccccc3C=CN2C1C(=O)c1ccc(Br)cc1 (stereo unspecified)	97	91	95	100	98	89	94	95
CCCCOc1ncnc2c1CC(C)c1ccccc1N2C (stereo unspecified)	118	105	101	99	109	108	84	102
Fc1ccc(-c2csc(N/N=C/c3cccs3)n2)cc1	90	103	91	96	107	99	78	107
Cc1ccc2c(ccc3c[n+]4c5ccccc5ccc4n32)c1	-1.9*	2.9*	3.2*	-12*	21	-3.0*	8.5*	1.4*
COC(=O)CC(O)c1ccccc1 (stereo unspecified)	96	98	100	94	110	101	82	120
N#C/C(=C\c1c(Cl)cccc1Cl)c1nc(-c2ccc(Cl)cc2)cs1	104	102	97	91	96	105	93	95
CCc1nc2ccccc2[nH]1	119	98	101	106	125	104	101	103
CC(N)(CSCc1ccccc1)C(=O)O (stereo unspecified)	85	97	110	·	119	97	100	102
CC(=O)OC[C@]12CC[C@@H](c3cn(Cc4ccc(Cn5cc([C@@H]6CC[C@]7(COC(C)=O)CC[C@]8(C)[C@H](CC[C@@H]9[C@@]%10(C)CC[C@H](OC(C)=O)C(C)(C)[C@@H]%10CC[C@]98C)[C@@H]67)nn5)cc4)nn3)[C@@H]1[C@H]1CC[C@@H]3[C@@]4(C)CC[C@H](OC(C)=O)C(C)(C)[C@@H]4CC[C@@]3(C)[C@]1(C)CC2	99	97	92	103	103	99	104	89
CC(=O)Nc1ccc(-n2cnc3cc(-c4ccc(O)cc4)ccc32)cc1C	53	58	58	48	61	41	58	53
Cn1ccc(=Nc2ccc(NC(=O)c3ccc(N=c4ccn(C)c5ccc([N+](=O)[O-])cc45)cc3)cc2)cc1	105	-5.2*	69	-18*	47	·	44	37
CSc1ncc2[nH]cnc2n1	92	108	100	95	111	92	74	101
Clc1ccc(N=C(Nc2ccc(Cl)cc2)c2ccccc2)cc1	·	92	101	92	107	97	73	110
CC(C)C[C@H](NC(=O)[C@H](Cc1cccc2ccccc12)NS(=O)(=O)c1cccc2cccnc12)B(O)O	-70*	8.3*	·	-53*	-21*	-34*	-23*	0.1*
Cc1cccc(NC(=O)CSc2nc3ccc([N+](=O)[O-])cc3[nH]2)c1	63	80	84	74	85	87	75	88
CCNC(=S)N(Cc1ccccc1)Cc1ccccc1	·	123	103	96	124	104	95	116
O=C1C=CN2CC=C[C@H]2[C@H]1O	96	106	90	105	105	99	113	105
Nn1c(N/N=C/c2nc(Br)cs2)n[nH]c1=S	96	105	103	116	101	99	108	109
CCOC(=O)CCN(CC(=O)OCC)C(C)C	·	105	102	105	112	105	98	107
N#CC1CCCCC1	107	102	102	99	122	95	93	124
CCOc1c(C#N)c(Nc2ccc(S(N)(=O)=O)cc2)c(C#N)c2nc(=O)ncn12	104	100	104	101	107	98	94	103
COc1ccc(-c2ccc(NNC(=O)c3ccc(F)cc3)nn2)cc1	98	92	95	101	110	103	91	92
O=C(CSc1nnc2n(Cc3ccccc3)c(=O)c3c4c(sc3n12)CCCC4)Nc1ccc(Cl)cc1	92	108	103	99	104	98	81	89
Cc1nc2c(-c3ccc(Cl)cc3)nc3ccc(Cl)cc3c2c(=O)n1N	99	103	111	99	122	102	91	100
CC(C)[C@H]1c2[nH]c3ccccc3c2C[C@H]2C(=O)N(CCCCCCC(=O)NO)CC(=O)N12	95	87	61	81	92	74	86	107
CC(/C=C1\SC(=S)N(CCC(=O)NC(Cc2c[nH]c3ccccc23)C(=O)O)C1=O)=C\c1ccccc1 (stereo unspecified)	107	97	105	100	102	87	91	94
CNC(=O)c1cccc(NC(=O)c2ccc3c(c2)nnn3/C(C#N)=C/c2ccccn2)c1	84	71	10	-12*	22	-73*	2.9*	24
CCOc1ccc(OCC)c(N)c1	105	89	105	96	123	83	97	110
CC1(C)CC(=O)C2=C(C1)OC1=C(C(=O)CC(C)(C)C1)C2c1ccc(OCc2cn(-c3ccc(F)cc3)nn2)cc1	92	97	99	91	90	96	75	84
N#C/C(=C\c1ccc([N+](=O)[O-])cc1)n1nnc2cc(F)c(F)cc21	98	69	11	44	15	-34*	-16*	31
COc1cc(C2CC(=O)Nc3c(-c4ccc(F)cc4)csc32)cc(OC)c1OC (stereo unspecified)	64	93	74	82	94	85	63	80
CC/C(=N\NS(=O)(=O)c1ccc(C)cc1)c1ccc(OC)cc1	111	106	90	95	110	107	96	94
C/C(=N\NC(N)=O)c1cccs1	103	104	93	86	108	98	81	105
CCOC(=O)c1ccccc1NC(=O)CCN(CC)CC	105	99	93	93	111	98	85	99
C[C@H]1[C@@H]2[C@H]3CC[C@@H]4[C@@]5(C)Cc6c([nH]c7ccccc67)C(C)(C)[C@@H]5CC[C@@]4(C)[C@]3(C)CC[C@]23CO[C@]1(C)[C@@H](C(=O)/C=C/c1cccnc1)C3	86	79	48	62	85	70	37	79
COc1ccc(/C=C/c2cc(O)cc(OC3OC(CO)C(O)C(O)C3O)c2)cc1O (stereo unspecified)	100	99	·	92	109	86	71	77
NS(=O)(=O)c1ccc(CCn2c(SCC(=O)Nc3ccc(F)cc3)nc3ccccc3c2=O)cc1	91	94	92	106	110	93	98	94
CC(C)(C)OC(=O)N1C(=O)[C@@H](O[Si](c2ccccc2)(c2ccccc2)C(C)(C)C)[C@H]1/C=C/c1ccccc1	63	71	73	51	76	87	38	74
Fc1ccc2ccccc2c1	146	111	97	98	95	99	99	100
CCOC(CN1CCCCC1)OCC	93	113	96	98	110	96	92	106
COc1ccc2c(c1OCC#CC#Cc1ccsc1)C(=O)O[C@@H]2[C@H]1c2c(cc3c(c2OC)OCO3)CCN1C	91	105	83	83	103	95	53	90
O=C(O)c1ccc(-n2cc(C(c3oc(CO)cc(=O)c3O)c3oc(CO)cc(=O)c3O)c(-c3ccc(Cl)cc3)n2)cc1	99	97	101	108	102	102	99	103
O=C(Cc1ccccc1)NNc1nc(N2CCN(C3CCCCC3)CC2)nc(N2CCN(C(c3ccccc3)c3ccccc3)CC2)n1	105	92	98	87	107	96	82	93
Cc1ccc(Nc2nc(N)nc(N)c2N)cc1	106	98	106	102	111	99	106	98
CCCCOCC(=O)NC(NP(=O)(N(C)C)N(C)C)C(Cl)(Cl)Cl (stereo unspecified)	70	107	63	120	139	114	113	122

The list goes on:
Compound	SF-295	SNB-19	OVCAR-8	U251	DU-145	SF-539	PC-3	SF-268
CC(C(O)C(F)(F)F)[N+](C)(C)C (stereo unspecified)	99	99	107	101	99	105	94	97
CCOC(=O)/C(C#N)=C1/NNC(=Nc2cccnc2)S1	99	96	92	94	105	102	89	100
S=c1nc(-c2ccc(Cl)cc2)cc(-c2ccco2)[nH]1	173	96	105	104	111	118	93	115
O=C1[C@@H]2Cc3c([nH]c4ccccc34)[C@H](c3c(Cl)cccc3Cl)N2C(=O)CN1C1CCN(Cc2c(Cl)cccc2Cl)CC1	90	92	94	88	97	89	69	90
CC(C)Sc1nc(-c2ccc(Br)cc2)c(C#N)c(N2CCOCC2)n1	82	96	96	90	110	99	88	95
CC(C)(C)OC(=O)N1C(=O)c2c(c3c4ccc(Br)cc4oc3c3[nH]c4ccccc4c23)C1=O	106	104	103	101	113	93	75	97
COc1cccc(/C=C2\Oc3cc(O)ccc3C2=O)c1	99	105	107	94	94	100	105	99
O=C(NC(=S)NNC(=S)NNc1ccccc1)c1ccccc1	7.0*	·	21	48	98	26	33	60
Nc1nonc1-c1nc2ccccc2n1Cc1ccc(F)cc1	68	64	77	52	81	50	62	66
CN1C(=O)N(C)C2Nn3c(s/c(=C\c4ccc(F)cc4)c3=O)=NC21 (stereo unspecified)	114	95	101	106	126	118	100	107

Whole records from above.
`CC(C)Sc1nc(-c2ccc(Br)cc2)c(C#N)c(N2CCOCC2)n1` across the screens: SF-295 = 82; SNB-19 = 96; OVCAR-8 = 96; U251 = 90; DU-145 = 110; SF-539 = 99; PC-3 = 88; SF-268 = 95
`CC(C(O)C(F)(F)F)[N+](C)(C)C` (stereo unspecified) across the screens: SF-295 = 99; SNB-19 = 99; OVCAR-8 = 107; U251 = 101; DU-145 = 99; SF-539 = 105; PC-3 = 94; SF-268 = 97

(listing goes on)
canonical_smiles	SF-295	SNB-19	OVCAR-8	U251	DU-145	SF-539	PC-3	SF-268
Cc1ccc(C(C)C)cc1C(O)CN1CCOCC1 (stereo unspecified)	94	102	99	103	101	99	97	99
CC/C(=C(/c1ccc(O)cc1)c1ccc(OCCN2CCOCC2)cc1)c1ccc(Cl)cc1	102	101	96	98	108	98	79	96
COC1(c2ccco2)OC1(C)C (stereo unspecified)	82	102	93	100	109	96	102	105
CC(C)C(=O)NCc1ccccc1	107	102	105	97	111	103	97	107
CCOC(=O)C(CO)C1CCCC1 (stereo unspecified)	109	105	101	98	98	104	103	103
CC(CCN1CCN(CCC(C)CC(C)(C)C)C1CC(C)CC(C)(C)C)CC(C)(C)C (stereo unspecified)	114	102	90	92	103	91	57	91
CC1(C)CC(=O)C2=C(C1)N(c1ccc(F)cc1F)C(N)=C(C#N)C2c1ccc(Br)o1 (stereo unspecified)	90	98	100	101	105	101	83	97
CC(Br)C(Br)c1cc2c(cc1Br)OCO2 (stereo unspecified)	98	111	100	93	108	91	79	100
N#Cc1c(-c2ccc(F)cc2)cc(-c2ccncc2)[nH]c1=O	105	98	101	99	106	97	106	97
C1=CC2(C=C1)OC21CCC2(C=CC3(C2)OC3C2CCCCC2)CC1 (stereo unspecified)	106	104	107	100	112	101	101	104
COc1ccccc1/C=C/C=N/NC1=NC2C(S1)N(C)C(=O)N2C (stereo unspecified)	16	29	31	25	24	5.6*	30	52
O=C(/C=C/c1ccco1)c1ccccc1	107	102	104	107	109	94	96	100
Clc1nc(Oc2ccccc2)nc(-c2cn(-c3ccccc3)c3ccccc23)n1	86	·	39	47	77	91	41	28
O=C1/C(=C/c2cccs2)SC(=S)N1c1ccccc1	102	99	104	102	100	112	92	104
CC(C)NCCCNC(=O)C1COc2ccccc2O1 (stereo unspecified)	103	100	98	97	104	104	96	101
CC1=C(C)C[C@]2(Cc3c(C)cccc3C2=O)S(=O)C1 (stereo partly specified)	35	96	63	54	108	101	34	99
Nc1ccc(N=Nc2ccc(S(=O)(=O)O)cc2)c2ccccc12	99	106	103	99	106	103	87	106
COc1ccc(C(=O)c2cc(C)c(OC)c(C)c2)c(OC)c1O	25	22	11	14	-5.8*	-11*	20	31
COc1ccccc1OCC(=O)O	104	107	97	97	99	102	96	94
O=C(O)c1ccc(-c2nn(-c3ccc(C(F)(F)F)cc3)cc2/C=N/Nc2cccc(Br)c2)cc1	91	82	84	72	90	80	74	85
COC(=O)N/N=C\c1ccc(O)c(OC)c1	101	105	·	·	111	102	98	109
Cc1cc[n+](CCCC[n+]2ccc(C)cc2)cc1	103	107	108	102	101	102	89	102
O=C(O)c1ccc(N=CC(=O)c2ccc(-c3ccccc3)cc2)cc1	104	101	99	99	112	104	86	109
CC/C(=C(\CC)c1ccc(OCCN(CC)CC)cc1)c1ccc(OCCN(CC)CC)cc1	-14*	62	53	25	74	-35*	29	55
COc1ccc(Nc2ncccc2/C=C\c2cc(OC)c(OC)c(OC)c2)cc1	74	54	99	41	69	63	·	68
COc1cc(/C=N/O)ccc1O	119	107	122	115	106	92	88	105
O=C(Nc1ccc(N=Cc2ccccc2O)cc1)NC1C=c2ccccc2=CC1 (stereo unspecified)	102	100	96	93	102	100	104	92
C[S+](C)CC(=O)c1ccc(Br)cc1	118	98	93	90	99	112	103	101
CNC(=O)OCCC#N	124	102	102	99	110	106	96	99
[O-][n+]1onc(-c2csc(-n3nc(-c4ccccc4)cc3-c3ccccc3)n2)c1-c1ccccc1	92	97	99	94	108	97	94	92
COC(=O)c1ccc2c(c1)nc(-c1cc3ccccc3[nH]c1=O)n2-c1ccc(OC)cc1	61	89	97	80	101	96	78	70

Screens (PubChem)
